# Compound activity: PubChem BioAssay, several laboratories
# FadD28 binding = inhibitors of Mycobacterium tuberculosis FadD28 bisubstrate binding; FadD28 bisubstrate probe binding, fluorescence polarization; inhibition, % at 12.5 µM; 360,000 tested, 0.22% active; in the data active means inhibition above about 8.5%, passing the limit was not always enough
# TcdB inh = inhibitors of Clostridioides difficile toxin B glycohydrolase; P18177; TcdB glycohydrolase enzymatic assay, plate reader; inhibition, % at 9.99 µM; 350,000 tested, 0.24% active; AID 652162; in the data active means inhibition above about 10%
# GDH-TPI inh = GDH-TPI coupled enzyme inhibition counter-screen; GDH-TPI coupled enzyme counterscreen, NADH absorbance; inhibition, % at 4.8 µM; 360,000 tested, 1.2% active; AID 588335; in the data active means inhibition above about 30%;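 further: 0% = DMSO wells and 100% = wells lacking the enzyme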
# Yp Topo-I inh = Y. pestis Topo-I inhibition via cleavage products. Y. pestis Topo-I cleavage product accumulation, plate reader. activity, % at 10 µM. 360,000 tested, 0.064% active. AID 504884; in the data active means activity above about 50%, passing the limit was not always enough; further: inactives centre near 2
# PfHsp40 yeast = restores yeast growth despite PfHsp40 toxicity; S. cerevisiae expressing PfHsp40, growth rescue, ATP luminescence; growth rescue, % at 12.5 µM; 340,000 tested, 0.68% active; AID 504582; in the data active means growth rescue above about 28%, passing the limit was not always enough;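 further: yeast W303a lacking pdr1 and pdr3 grown in galactose medium; growth measured after three days at 30 °C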
# BH1578 lux ind = inducers of Vibrio cholerae quorum light production without autoinducers | V. cholerae BH1578 lux reporter, luminescence, 6 h | activation, % at 18.7 µM | 350,000 tested, 0.16% active | AID 588436; in the data active means activation mostly above about 9.7%, no sharp cut-off; further: not every result past the cut was called active; inactives centre near 0; reference of the scale not given here
# Mtb UGM inh = Mtb UDP-galactopyranose mutase inhibition; AID 504406; P9WIQ1; inhibition, % at 10 µM; 320,000 tested, 0.06% active; purified UGM, fluorescence polarization probe displacement; in the data active means inhibition above about 10%, passing the limit was not always enough
# Target sequence (P9WIQ1 whole entry, looked up): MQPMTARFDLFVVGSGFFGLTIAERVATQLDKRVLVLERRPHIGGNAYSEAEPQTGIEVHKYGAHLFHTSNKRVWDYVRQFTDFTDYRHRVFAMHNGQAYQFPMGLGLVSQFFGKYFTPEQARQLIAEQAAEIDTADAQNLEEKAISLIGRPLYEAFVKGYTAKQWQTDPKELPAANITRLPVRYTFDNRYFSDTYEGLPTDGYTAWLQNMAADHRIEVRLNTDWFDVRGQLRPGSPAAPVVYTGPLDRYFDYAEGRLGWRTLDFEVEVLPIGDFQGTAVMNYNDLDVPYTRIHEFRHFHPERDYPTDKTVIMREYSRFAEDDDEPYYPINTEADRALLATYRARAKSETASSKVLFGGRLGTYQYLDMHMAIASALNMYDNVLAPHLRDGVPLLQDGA
# BioA inh = inhibitors of Mycobacterium tuberculosis BioA enzyme; purified M. tuberculosis BioA enzyme, plate reader; inhibition, % at 9.99 µM; 360,000 tested, 0.096% active; in the data active means inhibition above about 40%
# FBA Mtb inh = inhibitors of M. tuberculosis fructose-bisphosphate aldolase; purified M. tuberculosis FBA, fluorescence read-out; inhibition, % at 1 µM; 360,000 tested, 2.3% active; AID 588726; in the data active means inhibition above about 27%;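 further: 0% = vehicle and 100% = reference inhibitor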
# Target sequence (P9WQA3 whole entry, looked up): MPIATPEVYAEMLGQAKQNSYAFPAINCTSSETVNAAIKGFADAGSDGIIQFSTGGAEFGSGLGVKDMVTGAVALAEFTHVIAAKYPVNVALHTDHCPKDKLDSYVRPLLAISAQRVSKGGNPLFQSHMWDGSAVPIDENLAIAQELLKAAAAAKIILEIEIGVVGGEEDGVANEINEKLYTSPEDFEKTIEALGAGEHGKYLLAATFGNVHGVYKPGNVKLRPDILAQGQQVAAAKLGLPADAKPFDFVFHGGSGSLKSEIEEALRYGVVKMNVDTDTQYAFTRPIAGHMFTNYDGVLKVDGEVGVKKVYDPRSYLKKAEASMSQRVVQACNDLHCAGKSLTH
# * marks the source's active call; other numbers are inactive results; i = inactive; . = not tested or not shown.
SMILES,FadD28 binding,TcdB inh,GDH-TPI inh,Yp Topo-I inh,PfHsp40 yeast,BH1578 lux ind,Mtb UGM inh,BioA inh,FBA Mtb inh
CS(=O)(=O)Nc1ccc(C2=NN(S(C)(=O)=O)C(c3ccc4c(c3)OCO4)C2)cc1 (stereo unspecified),-3.7,.,12.2,-8.9,1.3,-0.3,0.5,.,140.6*
COCc1ccc(CN2CCCC(CCC(=O)NCc3cccc(OC)c3)C2)o1 (stereo unspecified),-1.0,-0.6,-1.9,5.2,-0.9,-0.5,-0.7,.,0.5
CCn1cc(S(=O)(=O)Nc2ccccc2C(F)(F)F)cn1,1.2,-0.3,3.8,-7.0,0.7,i,2.1,-2.6,-1.4
C#CCN(C(=O)CC1C(=O)NCCN1C/C=C/c1ccccc1)C1CCCCC1 (stereo unspecified),-1.8,0.9,-1.2,17.0,-0.9,.,0.3,.,-0.8
c1ccc(OCCOc2ncnc3ccccc23)cc1,-2.5,.,-1.5,7.9,0.3,i,-2.8,-0.4,-0.7
Cc1cc(C(=O)Nc2ccc3[nH]ccc3c2)no1,-1.1,0.9,0.4,-4.6,-0.5,-0.5,-0.3,-0.4,5.9
COc1ccc(-n2c(=O)c3ccccc3n(Cc3ccccc3F)c2=O)cc1OC,-2.5,0.4,2.6,-2.3,0.6,-0.7,0.5,.,4.8
O=C(Nc1ccon1)c1ccc(S(=O)(=O)N2CCCCCC2)cc1,-2.0,.,-4.5,-1.3,1.0,-0.6,8.6,-0.6,-3.9
CC1=NN(C(C)C)C(=O)C1,0.6,.,0.0,7.2,-1.7,i,2.8,0.1,5.8
Cc1ccc(-c2csc(NC(=O)CCNC(=O)c3ccccc3Cl)n2)cc1,-0.8,0.3,1.5,-0.8,1.7,-1.1,0.6,.,0.1
Cc1c(C(=O)N2CCN(Cc3ccccc3)CC2)sc2ncnc(N3CCOCC3)c12,-4.6,.,9.0,16.4,0.1,i,-3.9,-0.2,-0.5
COCCn1c(SCC(=O)NC2CC2)nc2ccccc21,-4.8,0.0,0.0,6.5,-1.3,-1.6,2.4,-1.8,-2.4
CC1CCc2c(C(=O)Nc3cccc(-c4nn[nH]n4)c3)csc2C1 (stereo unspecified),-17.3,2.4,-5.2,-0.2,0.7,-0.2,-1.8,4.6,-0.5
Cc1ccc(C)c(NC(=O)CN(C)C(=O)CCN2C(=O)c3ccccc3C2=O)c1,-1.4,.,6.8,-2.7,0.0,25.0*,-3.0,-0.4,3.7
CN(CC(=O)NCCCn1ccnc1)S(=O)(=O)c1ccc(Cl)cc1,-1.4,-0.1,15.4,-6.3,6.3,0.0,-1.1,-0.5,4.4
COc1cccc(COc2ncnc3sccc23)c1,1.1,0.3,5.5,2.1,1.4,-0.2,-2.2,.,-0.2
COc1ccccc1OCCNC(=O)C1CC(=O)N(Cc2ccc(C)cc2)C1 (stereo unspecified),1.7,-0.2,-4.6,14.8,0.4,-0.3,.,-0.5,-1.3
O=C(Cc1cccs1)NCCSc1c(-c2ccc(Cl)cc2)[nH]c2ccccc12,-2.7,3.8,3.3,-1.1,-0.2,-0.3,-0.4,-1.2,24.2
CC(=O)c1cccc(NS(=O)(=O)c2ccc3c(c2)N(C(C)=O)CCO3)c1,0.5,-0.3,7.6,7.4,0.2,-0.7,0.2,-0.9,0.6
CN(CC(=O)Nc1ccccc1Cl)C(=O)COC(=O)Cc1ccc(F)cc1,-0.4,-0.2,3.4,-1.6,-0.1,-0.5,2.0,0.8,10.1
O=[N+]([O-])c1cc(Cl)cc2c1nc(NCCO)c1ccccc12,-0.7,-0.8,15.1,28.8,0.0,-0.5,0.4,-1.6,-0.5
Cc1cc(F)ccc1NC(=O)c1ccc(NS(=O)(=O)c2cc(C(C)(C)C)ccc2C)cc1,-1.9,.,0.0,-1.5,1.7,0.3,3.4,.,-1.0
O=C(O)CC(Cc1ccc(Cl)cc1)C(=O)NCC12CC3CC(CC(C3)C1)C2 (stereo unspecified),-1.4,1.2,13.1,12.0,-0.1,0.2,1.8,-1.1,-1.9
O=C(c1ccco1)N1CCN(c2ccc(Cl)cc2)CC1,0.3,.,0.9,9.6,-0.6,-0.3,0.7,-2.9,-1.4
COc1ccc(C)cc1-n1[nH]nnc1=S,-1.9,1.7,5.1,-1.1,3.0,-0.6,-3.3,.,-3.5
CCN(CC(=O)Nc1c(F)cccc1F)C(=O)Cc1n[nH]c(=O)c2ccccc12,-1.9,0.6,7.0,21.1,0.0,-5.6,0.0,-1.8,-0.1
Cc1noc(/C=C/c2ccco2)c1S(=O)(=O)N1CCC(C(=O)N2CCc3ccccc32)CC1,-1.6,-1.0,19.6,4.1,0.8,-0.2,-2.3,-1.8,0.4
CC(NC(=O)OC(C)(C)C)C(=O)N1CCCC1C(=O)NC(Cc1ccccc1)C(N)=O (stereo unspecified),-0.2,.,8.7,4.0,-1.1,-0.3,0.2,-2.0,-0.5
Cn1c(=O)c2c(n(Cc3ccccc3)c1=O)NC(=O)C2CC(=O)N1CCc2ccccc2C1 (stereo unspecified),-1.0,.,-0.3,8.0,0.6,i,.,0.6,1.8
O=C(O)c1ccc2c(c1)S(=O)(=O)N=C1CCCCCN12,-0.8,0.8,7.9,1.1,-1.0,-0.2,-1.7,-0.5,4.6
COc1ccc2oc(=N)c(C(=O)Nc3ccccc3Cl)cc2c1,-1.2,0.1,11.4,-4.6,-0.5,0.4,1.1,-1.1,1.1
CC(=O)c1ccc(C(=O)N2CCCC(CCC(=O)N(C)CCc3ccccn3)C2)s1 (stereo unspecified),1.4,-1.5,4.8,2.4,-0.5,-0.4,-3.9,66.1*,5.5
O=C(COC(=O)/C=C/c1ccc(OC(F)F)cc1)NC1CCCCCCC1,1.1,1.5,10.0,13.0,0.6,-17.1,3.8,.,-2.5
CN1C(=O)C(=C2CCCCCC2)SC1=S,-0.6,.,1.9,-4.7,0.9,-0.2,0.7,-3.8,-3.8
CC1(C)CC(=O)C2=C(C1)Oc1ncn(CCCO)c(=N)c1C2c1ccccc1 (stereo unspecified),-0.9,0.7,7.2,-0.4,0.3,i,0.8,-1.3,-0.1
CSC1=N/C(=C\c2cccnc2)C(=O)N1c1ccccc1,-3.7,-0.3,20.7,-2.0,-2.2,-0.3,-1.4,.,2.5
c1coc(Cn2nnnc2CN2CCN(C3CCCCC3)CC2)c1,-2.6,.,5.0,-2.0,-0.4,i,2.8,0.8,-10.7
CN(CC(=O)Nc1c(Cl)cccc1Cl)C(=O)C1CCN(C(=O)Nc2ccccc2)CC1,-3.7,2.1,-8.0,-0.2,-1.1,-0.7,-0.6,0.4,-1.0
O=C(Nc1ccccc1Cl)C1CCN(Cc2cnn(-c3ccccc3)c2-n2cccc2)CC1,-0.5,.,9.9,18.5,1.2,i,-0.1,2.2,-3.7
CCOC(=O)N1C(=O)[C@@](CC)(c2ccccc2)N1C(=O)OCC,-5.6,0.8,2.6,1.3,0.3,-2.1,2.7,-1.2,-0.7
COc1ccc(-c2noc(-c3ccco3)n2)cc1OC,-1.8,.,11.3,-0.3,2.7,-0.9,2.2,-0.9,1.7
Cn1nc(C(F)(F)F)cc1C(=O)NC1CCCCCC1,-2.2,0.5,4.8,3.4,-0.1,-0.4,0.2,-1.1,-1.3
CCOc1ccc(-c2nc(CSCC(=O)NC3CCN(Cc4ccccc4)CC3)c(C)o2)cc1,-0.6,2.0,9.7,18.4,.,i,.,-1.2,3.8
COCCN1CCc2c(C)nc3c(-c4ccc(OC)c(OC)c4)cnn3c21,-1.1,.,16.4,-2.6,-0.4,.,0.2,6.6,1.3
COc1ccc2nc(SC)c(C#N)cc2c1,-3.5,0.4,-8.5,3.1,0.1,0.3,-0.5,-1.0,2.9
Cc1cccc(OCC(=O)N/N=C/c2ccccc2C(=O)O)c1,0.1,2.3,-0.6,12.6,0.2,i,0.2,.,-0.4
C/C(=N\NC(=O)CC#N)C1COc2ccccc2O1 (stereo unspecified),-2.6,1.3,4.2,9.0,-0.5,0.4,1.2,.,-0.3
Cc1sc(NC(=O)CCC(=O)O)c(C#N)c1C,-2.0,.,-1.3,-6.4,-0.6,-0.4,1.2,.,2.4
Cc1cccc(NC(=S)NCc2ccc(F)cc2)c1C,-2.4,1.0,16.2,-4.2,-0.4,-0.6,0.7,-1.9,-1.7
COc1cccc(CNC(=O)c2ccc(NS(=O)(=O)c3ccc4[nH]c(=O)[nH]c4c3)cc2)c1,-4.5,2.7,0.3,-3.0,2.4,-1.2,0.0,0.7,0.3
# The listing continues.
SMILES,FadD28 binding,TcdB inh,GDH-TPI inh,Yp Topo-I inh,PfHsp40 yeast,BH1578 lux ind,Mtb UGM inh,BioA inh,FBA Mtb inh
COc1ccc(NC(=O)Nc2ccccc2C(N)=O)cc1,0.9,-1.1,8.4,-1.4,-2.0,-0.2,-1.8,.,1.4
Cc1noc(C)c1C(=O)Nc1nc2ccccc2s1,-1.3,0.3,13.0,-1.2,-0.6,i,.,-0.6,-1.9
O=C(Cc1c(Cl)cccc1Cl)OCc1ccccn1,-5.3,1.2,-13.4,2.2,-1.3,-0.5,1.5,-0.4,-6.8
O=C(Cn1nc(Br)nc1Br)c1ccccc1,-2.2,0.8,3.0,8.6,-1.8,-5.6,-0.3,-0.7,0.3
CC(C)(O)C#Cc1ccc(C(=O)NC(CCCNC(N)=O)C(=O)O)s1 (stereo unspecified),-2.0,0.2,-3.8,3.3,0.9,-0.3,-0.4,-0.2,-3.1
COC1CCCCC1NS(=O)(=O)c1ccc(Cl)cc1 (stereo unspecified),-2.2,0.4,10.3,-3.6,-0.5,-0.1,1.5,0.1,0.6
O=C1OC(N2CCN(C(=O)c3ccco3)CC2)c2ccccc21 (stereo unspecified),-1.0,.,1.0,-4.4,-0.6,-1.3,0.5,0.2,-1.3
CCOc1ccc(-c2nn3c(-c4ccccc4)nnc3s2)cc1,0.6,.,3.0,0.7,2.1,i,1.8,-0.8,4.3
CN(CC12CC3CC(CC(C3)C1)C2)C(=O)c1ccco1,-0.4,-0.5,-2.0,7.7,1.4,i,2.1,-0.4,0.7
O=C(NC(=S)Nc1cccc(CO)c1)c1ccc(-c2ccccc2)cc1,-1.6,0.6,3.0,-0.4,1.6,i,0.6,.,-2.6

# Reprinted from the part before: seven compounds, followed by the next part.
SMILES,FadD28 binding,TcdB inh,GDH-TPI inh,Yp Topo-I inh,PfHsp40 yeast,BH1578 lux ind,Mtb UGM inh,BioA inh,FBA Mtb inh
O=C(Cn1nc(Br)nc1Br)c1ccccc1,-2.2,0.8,3.0,8.6,-1.8,-5.6,-0.3,-0.7,0.3
CC(C)(O)C#Cc1ccc(C(=O)NC(CCCNC(N)=O)C(=O)O)s1 (stereo unspecified),-2.0,0.2,-3.8,3.3,0.9,-0.3,-0.4,-0.2,-3.1
COC1CCCCC1NS(=O)(=O)c1ccc(Cl)cc1 (stereo unspecified),-2.2,0.4,10.3,-3.6,-0.5,-0.1,1.5,0.1,0.6
O=C1OC(N2CCN(C(=O)c3ccco3)CC2)c2ccccc21 (stereo unspecified),-1.0,.,1.0,-4.4,-0.6,-1.3,0.5,0.2,-1.3
CCOc1ccc(-c2nn3c(-c4ccccc4)nnc3s2)cc1,0.6,.,3.0,0.7,2.1,i,1.8,-0.8,4.3
CN(CC12CC3CC(CC(C3)C1)C2)C(=O)c1ccco1,-0.4,-0.5,-2.0,7.7,1.4,i,2.1,-0.4,0.7
O=C(NC(=S)Nc1cccc(CO)c1)c1ccc(-c2ccccc2)cc1,-1.6,0.6,3.0,-0.4,1.6,i,0.6,.,-2.6
O=C(COC(=O)Cc1ccc(Cl)cc1Cl)NCc1ccco1,-2.5,2.3,2.2,8.4,.,i,.,0.4,4.2
COc1cccc(C(=O)NNC(=O)CCc2ccccc2)c1,-1.0,0.1,5.5,0.1,-0.9,-0.2,0.3,-0.2,6.5
CC(=O)/C(=N\Nc1ccccc1)Sc1nncn1C,-3.3,.,10.5,-1.5,-0.7,i,0.9,.,-2.8
O=C(COC(=O)Cc1ccsc1)Nc1cccc(F)c1,-1.9,-6.0,1.1,0.2,0.4,i,-0.9,1.0,-0.7
COc1ccccc1CN1C[C@@H]2C[C@@H](C3=Cc4cccc(OC)c4OC3)N3CCC[C@@]23C1=O,-1.3,1.3,0.7,27.9,2.1,-0.3,1.1,.,1.2
CSc1nc(-c2ccccc2)c2cc(Cl)ccc2n1,-3.4,0.3,-3.2,0.1,-0.3,-0.3,-0.4,.,-1.0
CCOC(=O)CC(=O)Nc1ccc(C(=O)OCC)cc1,-2.6,.,-4.8,-2.0,-0.8,-0.6,0.2,-1.4,0.1
